Mito fusion yeast: inhibitors of mitochondrial division or activators of mitochondrial fusion | AID 485298 | actives 0.23% (n = 320,000) | S. cerevisiae fusion-defective mutant growth rescue, CellTiterGlo 48 h | Potency, µM (highest dose often 46.1 µM), inactives show at the top dose growth rescue (activation), actives largely listed as activators;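 further: potency means the concentration at half of the fitted maximal effect; % of control where 0% means no effect; nearly all actives have a fitted effect of over 45% in size; temperature-sensitive fusion mutants such as fzo1-1 at 37 °C on non-fermentable ethanol glycerol medium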
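S. cerevisiae fusion-defective temperature-sensitive mutants (e.g. fzo1-1, mgm1-5) grown 48 h at 37C in YPEG (ethanol/glycerol non-fermentable) medium with 23 nl compound per well; growth rescue read as CellTiterGlo luminescence.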
hERG WT inh: inhibitors of human wildtype KCNH2 potassium channel; Q12809; U2OS, BacMam KCNH2, thallium flux FluxOr; stronger effect = lower value; activity change, % at 1.84 µM; actives 0.37% (n = 340,000); AID 720551;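 active means maximum activity change below -70%; inconclusive means maximum activity change between -70% and -50%; inactive means maximum activity change above -50%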; further: on the % scale 0 is the no-effect control and ±100 the full control effect
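U2OS cells transduced with wild-type KCNH2 virus are loaded with FluxOr dye for 45 min, and thallium flux is measured in kinetic reads before and after stimulation buffer. Rate constants are normalized to DMSO controls.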
ASM inhibitor: human S-ASM enzyme inhibition | Potency, µM (top dose mostly 57.5 µM), for the others: at the top dose activity change, negative = inhibition, usual class: inhibitors | placental ASM, HMU-PC fluorogenic substrate, 60 min | actives 0.006% (n = 340,000) | AID 504937; further: potency means the concentration at half of the fitted maximal effect
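qHTS format. ASM enzyme prepared from human placenta hydrolyses the fluorogenic substrate HMU-PC0 (9 uM final) over 60 min at 37 °C after a 10 min compound preincubation.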
Chronic BCR inh: chronic active BCR signaling inhibition | ABC-DLBCL IkBa-CBG/CBR reporter, luminescence ratio, 4 h | Potency, µM (series often up to 46.1 µM), for the others: at the top dose ratio change, negative = lower green/red ratio, actives largely listed as inhibitors | actives 0.05% (n = 340,000); active means well fitted inhibition curve with a large enough effect in the signal ratio, with a control signal flat, not every such curve was filed as active; inconclusive means small, poorly fitted or top-dose-only effect, or effect the other way, or a change in a side signal; the % refers to the signal ratio;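 further: potency means the concentration at half of the fitted maximal effect; plate controls were basal doxycycline-induced cells for no effect and cells given 10 µM MG132 for full effect; MG132 reads +100%, hits lower the ratio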
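TMD8 human ABC-DLBCL cells with doxycycline-inducible IκBα–green luciferase fusion and unfused red luciferase, in 0.5% FBS medium; compounds up to 46 uM, 4 h at 37C. Green/red luminescence ratio, filter-overlap corrected, fitted to concentration-response curves.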
An asterisk follows results filed as active; ? = inconclusive; · = not tested or not shown; [ ] = another dose, or the depositor's remark. Unless noted, the call rests on the fitted dose curve; in most records, active means well fitted curve in the direction sought with a large enough effect; inconclusive means small, poorly fitted or top-dose-only effect, or another doubt; inactive means no such curve, though single readings can be large; an effect the other way counts as inactive or inconclusive. A portion of the library; count on the stated rates, not on these rows.

SMILES	hERG WT inh	Mito fusion yeast	Chronic BCR inh	ASM inhibitor
O=C1CC(c2ccc(Br)cc2)c2c(c3ccccc3oc2=O)O1 (stereo unspecified)	·	-11%	25%	·
O=C1CC(c2ccc(C(F)(F)F)cc2)c2c(c3ccccc3oc2=O)O1 (stereo unspecified)	·	-6%	0%	·
Cc1ccc(NC(=O)CN2C(=O)CN=C(c3ccccc3)c3ccccc32)cc1	·	-1%	1%	·
CC12CCC3C(CCC4(O)CC(O)CCC34C=NO)C1(O)CCC2C1=COC(=O)C1 (stereo unspecified)	-17	·	·	5%
COC(=O)C1=C(c2cccc(OC)c2OC)C[C@@H]2CC[C@H]1N2C(=O)NCc1ccc(F)cc1	-1	·	·	0%
CC(=O)O[C@H]1C[C@@H]2OC3C=C(C)CCC3(C)[C@@]1(C)[C@@]21CO1 (stereo partly specified)	16	·	·	1%
C[C@]12CCCCC1=CC(=O)C1C2CC[C@@]2(C)C1C[C@@H](F)[C@@H]2O (stereo partly specified)	0	·	·	0%
Nc1ccc(Cc2ccc(N)cc2)cc1	29	·	·	2%
CC1C(c2cccs2)=[N+]([O-])C(C)(C(=O)c2ccc(F)cc2)N1O (stereo unspecified)	7	·	·	-1%
C=CCCC1(CC(C)C)C(=O)NC(=S)NC1=O	-8	·	·	3%
CC(=O)C1CCC2(O)C3CCC4=CC(=O)CCC4(C)C3CCC12C (stereo unspecified)	-7	·	·	1%
CC1([N+](=O)[O-])COP(=O)(NCc2cccnc2)OC1 (stereo unspecified)	-10	·	·	1%
Cc1cc(C)c2c(ccc3cccc[n+]32)c1	2	·	·	-2%
COC(=O)C1=C(c2ccccc2)C[C@@H]2CC[C@H]1N2C(=O)NCCO	1	·	·	2%
CS(=O)(=O)N1Cc2cnnn2-c2ccccc2C1C#N (stereo unspecified)	1	·	·	-5%
CCOC(=O)C1C(OC(=O)c2ccccc2)CC2CCC1N2C (stereo unspecified)	6	·	·	4%
N[C@H](CO)Cc1ccccc1	4	·	·	3%
COC(=O)C1=C(c2ccc(S(C)(=O)=O)cc2)C[C@@H]2CC[C@H]1N2C(=O)NCc1ccc(C(F)(F)F)cc1	3	·	·	-1%
CC12C=CC(=O)CC1CCC1C2CCC2(C)C(O)C(O)CC12 (stereo unspecified)	-3	·	·	-1%
COC(=O)C1=C(c2cc3ccccc3o2)C[C@@H]2CC[C@H]1N2C(=O)N1CCCCC1	-1	·	·	-1%
CCOC(=O)[C@]12Cc3ccsc3[C@H]1N(Cc1ccccc1)C(=O)c1ccccc12	-26	·	·	0%
CN(C)c1ccc([N+](=O)[O-])c([N+](=O)[O-])c1	-1	·	·	-3%
Cc1cc(/C=C2/C(=O)NC(=O)N(c3ccccc3)C2=O)c(C)n1-c1ccc(F)cc1	14	·	·	-3%
COC1/C=C/C=C(\C)Cc2cc(O)c(Cl)c(c2)N(C)C(=O)CC(OC(=O)C(C)C)C2(C)OC2C(C)C2CC1(O)NC(=O)O2 (stereo unspecified)	-9	·	·	1%
C[C@H]1C/C=C/[C@H]2[C@H](O)[C@H](C)[C@@](C)(O)[C@H]3[C@H](Cc4ccccc4)NC(=O)[C@]32[C@H](O)/C=C/[C@](C)(O)C1	-5	·	·	0%

15 of these compounds in another layout:
Screens in order – hERG WT inh | Mito fusion yeast | Chronic BCR inh | ASM inhibitor
CC(=O)C1CCC2(O)C3CCC4=CC(=O)CCC4(C)C3CCC12C (stereo unspecified)
 : -7 | · | · | 1%
CC1([N+](=O)[O-])COP(=O)(NCc2cccnc2)OC1 (stereo unspecified)
 : -10 | · | · | 1%
Cc1cc(C)c2c(ccc3cccc[n+]32)c1
 : 2 | · | · | -2%
COC(=O)C1=C(c2ccccc2)C[C@@H]2CC[C@H]1N2C(=O)NCCO
 : 1 | · | · | 2%
CS(=O)(=O)N1Cc2cnnn2-c2ccccc2C1C#N (stereo unspecified)
 : 1 | · | · | -5%
CCOC(=O)C1C(OC(=O)c2ccccc2)CC2CCC1N2C (stereo unspecified)
 : 6 | · | · | 4%
N[C@H](CO)Cc1ccccc1
 : 4 | · | · | 3%
COC(=O)C1=C(c2ccc(S(C)(=O)=O)cc2)C[C@@H]2CC[C@H]1N2C(=O)NCc1ccc(C(F)(F)F)cc1
 : 3 | · | · | -1%
CC12C=CC(=O)CC1CCC1C2CCC2(C)C(O)C(O)CC12 (stereo unspecified)
 : -3 | · | · | -1%
COC(=O)C1=C(c2cc3ccccc3o2)C[C@@H]2CC[C@H]1N2C(=O)N1CCCCC1
 : -1 | · | · | -1%
CCOC(=O)[C@]12Cc3ccsc3[C@H]1N(Cc1ccccc1)C(=O)c1ccccc12
 : -26 | · | · | 0%
CN(C)c1ccc([N+](=O)[O-])c([N+](=O)[O-])c1
 : -1 | · | · | -3%
Cc1cc(/C=C2/C(=O)NC(=O)N(c3ccccc3)C2=O)c(C)n1-c1ccc(F)cc1
 : 14 | · | · | -3%
COC1/C=C/C=C(\C)Cc2cc(O)c(Cl)c(c2)N(C)C(=O)CC(OC(=O)C(C)C)C2(C)OC2C(C)C2CC1(O)NC(=O)O2 (stereo unspecified)
 : -9 | · | · | 1%
C[C@H]1C/C=C/[C@H]2[C@H](O)[C@H](C)[C@@](C)(O)[C@H]3[C@H](Cc4ccccc4)NC(=O)[C@]32[C@H](O)/C=C/[C@](C)(O)C1
 : -5 | · | · | 0%

Following part:
SMILES	hERG WT inh	Mito fusion yeast	Chronic BCR inh	ASM inhibitor
CC12CC(=O)C3C(CCC4CC(=O)C=CC43C)C1CCC2=O (stereo unspecified)	2	·	·	0%
CC12CC(O)C3C(CCC4=CC(=O)CCC43C)C1CCC2=O (stereo unspecified)	-2	·	·	4%
O=C(NN=Cc1ccc(N(CCCl)CCCl)cc1)c1cc(=O)[nH]c(=O)[nH]1	2	·	·	-3%
CCCC1CCCCC12C(=O)NC(=O)NC2=O (stereo unspecified)	-6	·	·	-3%
CCCCCCC(Cl)(Cn1ccnc1)c1ccccc1 (stereo unspecified)	3	·	·	1%
COc1ccc(CC2C(=O)NC(C)C(=O)N(C)C3C(=O)N(C)C(Cc4ccc(O)c(c4)Oc4ccc(cc4)C3O)C(=O)NC(C)C(=O)NC(C)C(=O)N2C)cc1 (stereo unspecified)	6	·	·	3%
O=C(Cn1c(NCCCl)nc2ccccc21)c1ccc(Br)cc1	30	·	·	-2%
CC1(O)CCC2C3CCC4=CC(=O)CCC4=C3C=CC21C (stereo unspecified)	2	·	·	65%[activator]
CCOC(=O)c1c(-n2c(C)cc(/C=C3/C(=O)NC(=O)N(CC)C3=O)c2C)sc2c1CCCC2	-10	·	·	?
C=C1C(=O)OC2CC(C)C3C=CC(=O)C3(C)C(O)C12 (stereo unspecified)	8	·	·	5%
C=CCC1(CC)C(=O)NC(=S)NC1=O	9	·	·	-1%
COc1ccc(CC(=O)C2C(=O)N(C)c3ccccc32)cc1OC (stereo unspecified)	-34	·	·	-1%
CCOC(=O)c1cnc(N2CC2)nc1N	-5	·	·	5%
COc1ccc(-c2ccc3n2Cc2cnnn2-c2ccccc2-3)cc1	1	·	·	8%
C[C@@H]1C(=O)O[C@H]2[C@H](O)[C@]34[C@@H]5OC(=O)[C@]3(OC3OC(=O)[C@H](O)C34[C@H](C(C)(C)C)[C@@H]5O)[C@@]12O (stereo partly specified)	-8	·	·	3%
COC(=O)C1=C(c2cccc(OC)c2OC)C[C@@H]2CC[C@H]1N2C(=O)NCCO	5	·	·	9%
COC(=O)C1=C(c2cc3ccccc3o2)C[C@@H]2CC[C@H]1N2C(=O)NC1CCCCC1	12	·	·	-6%
O=C(Nc1cccc(Cl)c1)OCC#CCN1CCCC1	11	·	·	3%
O=C(O)CNC1c2ccccc2CSc2ccccc21 (stereo unspecified)	-6	·	·	2%
COc1ccc(N2CCN(CCCN)CC2)cc1	43	·	·	9%
CCCCCC1(C(C)C)C(=O)NC(=S)NC1=O	-29	·	·	3%
CC12CCC(=O)C=C1CCC1C2CCC2(C)C1CCC2(O)CC#N (stereo unspecified)	-5	·	·	-3%
CC(=O)OC1C(O)C(C)OC(OC2C(OC(=O)C3CCC4C(C3)OC3(CC(OC(=O)/C=C/c5ccccc5)C(C)CO3)C43CO3)OC(C)C(O)C2OC(C)=O)C1O (stereo unspecified)	0	·	·	3%
Cc1cccc(N=C2c3cc([N+](=O)[O-])ccc3-c3c2cc([N+](=O)[O-])cc3[N+](=O)[O-])c1	-6	·	·	?
O=C1CN=C(c2cc([N+](=O)[O-])ccc2Cl)c2cc([N+](=O)[O-])ccc2N1	3	·	·	-7%
COc1cc(C2(C#N)CCN(C)CC2)cc(OC)c1OC	-7	·	·	3%
C=CCOC(=O)C1C(C(=O)O)C2(Cl)C(Cl)=C(Cl)C1(Cl)C2(Cl)Cl (stereo unspecified)	-3	·	·	1%
COC(=O)C1=C(c2cccc(OC)c2OC)C[C@@H]2CC[C@H]1N2C(=O)NCCS(C)=O (stereo partly specified)	-163*	·	·	11%
CCC1CN1P(=O)(Oc1ccc(Cl)cc1)N1CC1CC (stereo unspecified)	7	·	·	0%
C#C[C@]1(O)CCC2C3C(=O)C=C4C=CCC[C@]4(C)C3CC[C@@]21C (stereo partly specified)	0	·	·	-5%
CCC(C(=O)Nc1ccc(Cl)cc1)N1CCCC1=O (stereo unspecified)	1	·	·	-1%
CCCCC1C(=O)NC(=S)N(C)C1=O (stereo unspecified)	-22	·	·	2%
COC[C@H]1OC(=O)c2coc3c2[C@@]1(C)C1=C(C3=O)[C@@H]2CCC(=O)[C@@]2(C)C[C@H]1OC(C)=O	27	·	·	-1%
COC(=O)C1=C(C(=O)OC)C2OC1c1cc3ccccc3cc12	6	·	·	0%
O=C(c1ccccc1)C(Cc1ccccc1)N1CCOCC1 (stereo unspecified)	-3	·	·	3%
ClCCN1CCSCC1	-5	·	·	2%
COC(=O)C1=C(c2ccccc2)C[C@@H]2CC[C@H]1N2C(=O)NCc1cccc2ccccc12	0	·	·	7%
COc1cc2c(c(OC)c1OC)-c1ccc(SC)c(=O)cc1C(NC(C)=O)CC2 (stereo unspecified)	4	·	·	-6%
C[C@]12CC[C@@H](O)CC1=CCC1C2CC[C@@]2(C)C1C[C@@H](F)[C@H]2O (stereo partly specified)	1	·	·	-3%
c1ccc(C2c3ccccc3-n3nncc3CN2CC2CCCCC2)cc1 (stereo unspecified)	-5	·	·	-10%
CC12CCC(=O)C=C1C=CC1C2CCC2(C)C(O)CCC12 (stereo unspecified)	0	·	·	3%
NS(=O)(=O)c1nc[nH]c1[N+](=O)[O-]	1	·	·	0%
CCN1C[C@@]2(COC)C3[C@@H](OC)[C@H]4[C@@H]1[C@@]3(C1C[C@H]3[C@H](OC(=O)c5ccccc5)C1[C@]4(OC(C)=O)C[C@H]3OC)[C@@H](OC)C[C@H]2O (stereo partly specified)	-7	·	·	-2%
C=CCC1(CCCCC)C(=O)NC(=S)NC1=O	-82*	·	·	2%
Cc1ccccc1C(=O)N1Cc2cnnn2-c2ccccc2C1C#N (stereo unspecified)	3	·	·	3%
O=P(NC1CCCCC1)(Oc1ccccc1)Oc1ccccc1	2	·	·	1%
COc1ccc(C2C=C(C)Nc3ncnn32)cc1 (stereo unspecified)	3	·	·	56%[activator]
CC(=O)C1C(N2CC2)CC2C3CCC4=CC(=O)CCC4(C)C3CCC21C (stereo unspecified)	-5	·	·	6%
O=C1C=CC(=O)C2C1C1(Cl)C(Cl)=C(Cl)C2(Cl)C1(Cl)Cl (stereo unspecified)	9	·	·	-12%

Bioassay records from PubChem BioAssay.
